CHO parental Ca – signal in parental CHO cells, OX1R antagonist counter-screen. actives 0.63% (n = 330,000). inhibition, % at 5.6 µM. parental CHO-K1, ATP-induced calcium, Fluo-8 fluorescence. AID 463079;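 active means inhibition above that plate's mean sample inhibition plus 3 SD, cut at about 26% in these data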;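 further: 0% = ATP-challenged DMSO wells and 100% = DMSO wells without ATP; some compounds past the cut are filed as inactive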
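Material – parental CHO cells · Reagent – ATP stimulus · Compound – single nominal dose of 5.6 µM per compound · Detection – Fluo-8 fluorescence · Read-out basis – percent inhibition of calcium signal · Controls – ATP-challenged DMSO wells low, unchallenged DMSO wells high · Repeats – no replicates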
M1 PAM parental – counter-screen for M1 PAMs: effect in parental CHO-K1 cells. ATP EC20, Fluo-8 calcium fluorescence; 0% at ATP EC20, 100% at ATP max. activation, % at 3 µM. actives 0.02% (n = 360,000). AID 602247;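 active means activation above the run cutoff, the mean activation of all test compounds plus 3 SD, cut at about 40% in these data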;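 further: peak over basal fluorescence ratio in a 140 s read after ATP addition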
M1 ag – human M1 muscarinic receptor agonism; P11229; CHO-K1 hM1, Fluo-8 calcium fluorescence, agonist mode; 0% DMSO, 100% acetylcholine EC100; activation, % at 3 µM; actives 0.33% (n = 360,000); AID 588814;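 active means activation above the run's mean compound activation plus 3 SD, cut at about 16% in these data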;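 further: peak over basal fluorescence ratio within a 140 s kinetic read after compound addition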
Target sequence (P11229 whole entry, looked up): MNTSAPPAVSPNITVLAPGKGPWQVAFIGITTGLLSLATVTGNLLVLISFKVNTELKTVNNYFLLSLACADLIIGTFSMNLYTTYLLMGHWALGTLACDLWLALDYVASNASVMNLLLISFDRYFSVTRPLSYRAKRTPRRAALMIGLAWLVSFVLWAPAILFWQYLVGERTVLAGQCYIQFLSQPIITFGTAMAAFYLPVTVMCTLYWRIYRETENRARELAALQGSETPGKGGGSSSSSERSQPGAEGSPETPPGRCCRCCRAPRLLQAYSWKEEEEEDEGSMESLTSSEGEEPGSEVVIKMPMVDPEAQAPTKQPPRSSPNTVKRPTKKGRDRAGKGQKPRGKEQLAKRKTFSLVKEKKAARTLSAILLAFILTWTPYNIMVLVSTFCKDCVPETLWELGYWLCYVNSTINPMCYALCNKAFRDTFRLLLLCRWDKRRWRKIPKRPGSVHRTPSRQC
M1 ag parental – M1 agonist counterscreen hit in parental CHO-K1 cells; Fluo-8 calcium fluorescence; scaled to maximal ATP response, vehicle zero; activation, % at 3 µM; actives 0.48% (n = 360,000); AID 602248; in the data active means activation above about 15%;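 further: untransfected CHO-K1 host cells lacking M1 receptor as counterscreen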
CHO-K1 Ca antag – counter-screen for M1 antagonists: effect in parental CHO-K1 cells; inhibition, % at 3 µM; actives 0.6% (n = 360,000); ATP-induced calcium, Fluo-8 fluorescence; AID 602250;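 active means inhibition above a per-plate cutoff, the plate's mean sample inhibition plus 3 SD, cut at about 24% in these data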;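 further: 0% = DMSO plus EC80 ATP and 100% = DMSO alone without ATP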
OXTR potentiator – potentiators of human oxytocin receptor; CHO-OTR cells, Fluo-8 calcium fluorescence, potentiator mode; 0% = oxytocin EC15, 100% = EC100; activation, % at 3 µM; actives 0.061% (n = 320,000);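 active means activation above that plate's cutoff, the mean activation of tested compounds plus 3 SD, cut at about 6.6% in these data, passing the limit was not always enough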;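 further: 100% uses oxytocin at 75 nM as the full agonist control; some results filed as inactive read as strong as hits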
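Assay system: CHO-OTR cells, human receptor / Also added: oxytocin at about EC15, sub-maximal agonist stimulus / Dosing: single dose, 3.0 µM nominal final compound concentration / Incubation: 6 min pre-incubation, 100 s read / Technique: Fluo-8 calcium dye fluorescence / Read-out: % activation vs EC15 and EC100 oxytocin / Benchmarks: EC15 oxytocin low, 75 nM oxytocin high / Replicates: singlicate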
CHRM1 antagonist – antagonists of human M1 muscarinic receptor | CHO-K1 hM1, Fluo-8 calcium fluorescence, ACh EC80 antagonist | inhibition, % at 3 µM | actives 1.3% (n = 360,000) | P11229 | AID 588852;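 active means percent inhibition above its own plate's cutoff, namely the mean of that plate's compound wells plus 3 SD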;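 further: peak over basal fluorescence ratio during 140 s after agonist addition; 0% = ACh EC80 plus DMSO and 100% = DMSO alone without agonist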
TAAR1 antag – human TAAR1 antagonism; Q96RJ0; CHO RD-HGA16 TAAR1, Fluo-8 calcium fluorescence, antagonist; inhibition, % at 3 µM; actives 1.5% (n = 360,000); AID 624466;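 active means inhibition above a per-plate cutoff, the mean inhibition of test compounds on that plate plus 3 SD, cut at about 49% in these data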;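 further: 0% = DMSO plus EC80 beta-PEA response and 100% = DMSO alone without agonist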
Target sequence (Q96RJ0 whole entry, looked up): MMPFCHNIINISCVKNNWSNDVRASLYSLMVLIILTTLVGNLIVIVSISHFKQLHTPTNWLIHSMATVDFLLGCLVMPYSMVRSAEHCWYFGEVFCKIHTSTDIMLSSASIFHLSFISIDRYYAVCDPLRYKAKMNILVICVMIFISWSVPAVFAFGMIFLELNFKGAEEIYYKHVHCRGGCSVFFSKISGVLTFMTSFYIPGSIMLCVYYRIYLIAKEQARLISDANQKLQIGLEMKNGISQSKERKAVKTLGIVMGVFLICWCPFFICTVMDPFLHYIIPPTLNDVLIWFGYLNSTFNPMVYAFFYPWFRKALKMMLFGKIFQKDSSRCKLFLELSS
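Material: CHO RD-HGA16 cells bearing hTAAR1; compound dosing: one-point dosing, 3 µM nominal final; schedule: dye loading 75 min at 37 °C, then 30 min room temperature; measured by: calcium fluorescence with Fluo-8; control set: vehicle and agonist controls; replication: n of 1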
TAAR1 ag – agonists of human TAAR1 | Q96RJ0 | actives 0.99% (n = 360,000) | activation, % at 3 µM | CHO RD-HGA16 TAAR1, Fluo-8 calcium fluorescence; vehicle wells 0%, saturating PEA agonist 100% | AID 624467;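 active means activation above the mean activation of all test compounds in the run plus 3 SD, cut at about 38% in these data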
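System: CHO RD-HGA16 cells carrying human TAAR1 plus Gα16; Incubation: 17-24 h seeding, 75 min 37 °C dye, 30 min RT; Measured by: Fluo-8 fluorescence, 5 s baseline then 140 s kinetic read; Control set: DMSO and PEA EC100; Replication: single well for each compound.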
An asterisk follows results filed as active; . = no result given.

1) CC(C)(C)CN1CCN(Cc2cccnc2)CC1CCO (stereo not given)
2) CC(=O)Nc1c(Cl)cc([N+](=O)[O-])c2ccccc12
3) CC(=O)Nc1c2c(nn1-c1ccccc1C)CS(=O)(=O)C2
4) CN(c1ccc(C(=O)N/N=C/c2cccc([N+](=O)[O-])c2)cc1)S(=O)(=O)c1ccccc1
5) CSc1ccc(/C=C/C(=O)c2ccc(NC(C)=O)cc2)cc1
6) Cc1cc(C)c2nc(N3CCC(C(=O)NCCN4CCOCC4)CC3)sc2c1
7) CC(=O)Nc1ccccc1OCC(=O)NCCC1=CCCCC1
8) CC(Sc1nncn1C)C(=O)NCc1ccc2c(c1)OCO2 (stereo not given)

assay / entry,1,2,3,4,5,6,7,8
CHO parental Ca,-8,-7,3,-5,-10,-21,14,-7
M1 PAM parental,7,30,13,3,13,9,3,13
M1 ag,-5,-6,1,-2,-3,-5,0,-6
M1 ag parental,0.5,0.5,0.4,9.5,2.3,4.8,2.4,0.4
CHO-K1 Ca antag,-7,-13,-4,-5,-7,-7,-11,-10
OXTR potentiator,-9,-10,-7,-13,-18,-5,-12,1
CHRM1 antagonist,-13,0,-14,0,-1,23,2,-14
TAAR1 antag,-27,-3,9,47,11,-3,7,-13
TAAR1 ag,1,0,0,4,1,0,4,-1

9) Cc1ccc([N+](=O)[O-])cc1S(=O)(=O)NCC1COc2ccccc2O1 (stereo not given)
10) CCN(CC(=O)NCC(=O)Nc1ccc(Br)cc1C)Cc1ccccc1
11) C=CCN(c1ccccc1OC)S(=O)(=O)c1cccc(C(=O)OCC(=O)c2c[nH]c3ccccc23)c1
12) c1ccc(-n2cnc3cc(NCc4ccco4)ccc32)cc1
13) O=C(CCSc1nnc(-c2ccncc2)o1)Nc1ccccc1
14) CN(C)c1ccc(NC(=O)CC2NCCNC2=O)cc1 (stereo not given)
15) O=C(COC(=O)CC(c1ccccc1)c1ccccc1)NCc1ccccc1
16) CSc1ccccc1OCc1cc(C(=O)NCc2cnc(C)cn2)no1

assay / entry,9,10,11,12,13,14,15,16
CHO parental Ca,-20,-22,4,-8,-7,-16,-19,-2
M1 PAM parental,-8,19,-2,-9,17,22,-1,15
M1 ag,0,-2,-1,-5,-2,-3,-2,-4
M1 ag parental,3.6,0.3,1.8,2.4,1.1,0.5,1.0,1.6
CHO-K1 Ca antag,9,2,12,-9,-8,-11,9,-10
OXTR potentiator,-7,-1,-13,-6,-13,1,-7,0
CHRM1 antagonist,-2,-6,1,3,-4,-7,-6,-6
TAAR1 antag,8,-12,25,-18,6,6,13,-21
TAAR1 ag,5,0,1,2,4,1,3,2

17) COC(=O)NNC(=O)C1CCC(C)CC1 (stereo not given)
18) COCc1cccc(-c2csc(C(O)c3ccccc3)n2)c1 (stereo not given)
19) CCN(CC)CCN(Cc1cc2cccc(C)c2[nH]c1=O)C(=S)Nc1ccccc1
20) CCCCOC(=O)Nc1ccc(C(N)=O)cc1
21) Cc1cc(NC(=O)Cn2cnc3sccc3c2=O)no1
22) COc1ccc(CNS(=O)(=O)c2ccc(-n3cnnn3)c(C)c2)cc1
23) NS(=O)(=O)c1ccc(NC(=O)N2c3ccccc3Sc3ccccc32)cc1
24) CCCCNC(=O)C1c2ccccc2C(=O)N(c2ccc(OC)cc2)C1c1ccc(OC)cc1 (stereo not given)

assay / entry,17,18,19,20,21,22,23,24
CHO parental Ca,5,.,-18,-7,-5,0,-18,-13
M1 PAM parental,-6,-3,19,-6,-8,12,7,-19
M1 ag,-6,1,-8,-1,3,0,-4,0
M1 ag parental,0.3,6.8,0.6,-0.1,0.4,5.3,-0.1,0.7
CHO-K1 Ca antag,9,15,-7,7,-2,-23,-19,7
OXTR potentiator,-13,.,-13,-1,1,-5,-6,2
CHRM1 antagonist,7,2,1,-16,-10,-13,-23,-5
TAAR1 antag,21,2,-9,1,-19,-15,-7,7
TAAR1 ag,1,1,2,13,2,2,-1,14

25) O=c1[nH]c(COc2ccc(Br)cc2Cl)nc2ccccc12
26) CCOC(=O)CNC(=O)c1cnc(Nc2ccccc2OC)c2ccccc12
27) COc1cc(Cl)c(C)cc1NC(=O)CSc1cc(Cl)ccc1Cl
28) CC(C)[C@H](NC(=O)N1CCn2c1nc1ccccc12)C(=O)N[C@@H](C(=O)O)c1ccccc1
29) COc1ccc(NC(=O)CCCOc2ccc(Cl)c(C)c2)cc1S(=O)(=O)N1CCOCC1
30) CC(=O)NC(c1ccc(Cl)cc1Cl)c1ccc2cccnc2c1O (stereo not given)
31) O=C1c2ccccc2C(O)(Cc2ccccc2)N1C1CCCCC1 (stereo not given)
32) COC(=O)CNC(=O)C1Cc2ccccc2CN1S(=O)(=O)c1cccs1 (stereo not given)

assay / entry,25,26,27,28,29,30,31,32
CHO parental Ca,-27,-15,-25,-3,1,.,-22,4
M1 PAM parental,1,7,15,2,4,23,.,25
M1 ag,-2,-5,-9,-1,6,0,.,-1
M1 ag parental,1.6,2.4,0.3,1.5,4.1,1.9,.,1.3
CHO-K1 Ca antag,-1,-12,-15,13,-19,-11,.,-5
OXTR potentiator,-8,-3,-6,0,-10,.,5,-2
CHRM1 antagonist,-5,-8,9,-3,-8,-8,.,-11
TAAR1 antag,-20,-8,-28,-1,26,3,7,-16
TAAR1 ag,6,-1,-2,0,15,4,14,3

33) Cc1cc(C)n(CC(O)COCc2ccccc2)n1 (stereo not given)
34) O=C(NNC(=O)C12CC3CC(CC(C3)C1)C2)c1ccccn1
35) CCOC(=O)C1CCCN(C(=S)Nc2cccc(Cl)c2)C1 (stereo not given)
36) C[C@H](CO)N1C[C@H](C)[C@@H](CN(C)Cc2ccc(Oc3ccccc3)cc2)OCc2cnnn2CCCC1=O
37) CC(C)(C)n1nnnc1CN1CCSCC1
38) O=C(c1ccc([N+](=O)[O-])cc1)N(Cc1cccs1)C1CCS(=O)(=O)C1 (stereo not given)
39) Cc1ccc(-n2[nH]c(C)c(C=NCc3ccncc3)c2=O)cc1
40) CC1CCC2(CC1)NC(=O)N(CC(=O)NCc1ccc(F)cc1)C2=O (stereo not given)

assay / entry,33,34,35,36,37,38,39,40
CHO parental Ca,-2,-13,-2,.,7,-4,1,-5
M1 PAM parental,11,15,13,9,1,20,-12,-20
M1 ag,-5,-1,74*,-10,-1,-4,-2,-4
M1 ag parental,0.3,1.3,13,0.3,0.0,0.8,-0.4,-0.8
CHO-K1 Ca antag,1,-7,4,-4,-4,-13,7,12
OXTR potentiator,-2,-6,-5,.,-14,-6,-6,-6
CHRM1 antagonist,-5,0,62*,-11,-8,-18,-2,8
TAAR1 antag,-14,-7,41,-25,-7,-30,-8,-12
TAAR1 ag,6,2,35,3,15,-1,5,5

41) CCOC(=O)N1Cc2cc3ccccc3nc2C1
42) c1ccc(-c2cc(-c3nc(-c4ccccn4)no3)c3ccccc3n2)cc1
43) Cc1ccc(S(=O)(=O)CCC(=O)N2CCN(c3ccccc3F)CC2)cc1
44) Cc1nn(Cc2ccccc2)c(Cl)c1C(=O)OC(C)C#N (stereo not given)
45) CC(C)CN1C2CCCC1CC(NC(=O)c1ccc([N+](=O)[O-])cc1)C2 (stereo not given)
46) CCOc1ccc(NC(=O)N2CCCC2C(=O)NCC2CCCO2)cc1 (stereo not given)
47) CCOC(=O)c1c(CN2CCN(C)CC2)oc2ccc(OC)cc12
48) NC(=O)c1nsc(C(=O)N(CC(=O)NCc2ccc(F)cc2)Cc2ccco2)c1N

assay / entry,41,42,43,44,45,46,47,48
CHO parental Ca,.,-25,-8,-8,8,5,-4,-23
M1 PAM parental,12,26,13,22,11,19,10,-3
M1 ag,-4,-3,-2,-8,-10,-3,0,0
M1 ag parental,0.8,0.5,0.7,0.7,1.5,0.3,1.0,0.5
CHO-K1 Ca antag,-4,-12,-9,-18,-5,-6,8,4
OXTR potentiator,.,-10,-2,-12,-11,-8,2,-5
CHRM1 antagonist,-12,-16,-5,-15,-7,-3,-20,-10
TAAR1 antag,-9,-4,2,-22,-13,20,-3,10
TAAR1 ag,4,2,3,-2,0,0,11,9

CHRM1 antagonist: entries above that show a hit
cpd	SMILES	OXTR potentiator	CHRM1 antagonist	TAAR1 antag
35	CCOC(=O)C1CCCN(C(=S)Nc2cccc(Cl)c2)C1 (stereo not given)	-5	62*	41

Remaining list, next part
49) CC(=O)c1ccc(NC(=O)CSc2nc3nc(C)cc(C)n3n2)cc1
50) COc1ccc(C2OC(=O)CC2C(=O)NC(C)C)cc1 (stereo not given)
51) Cc1cccnc1CCNC(=O)CC1C(=O)NCCN1CC1CCCCC1 (stereo not given)
52) O=C(NCC1CCCO1)c1cn(Cc2ccccc2Cl)nc1-c1ccccc1 (stereo not given)
53) O=C(Nc1ccc(S(=O)(=O)Nc2nccs2)cc1)c1cc(-c2ccccn2)nc2ccccc12
54) O=C1[C@@H]2[C@@H]3C[C@@H]([C@H]4ON=C(c5ccc(Cl)cc5Cl)[C@@H]34)[C@@H]2C(=O)N1C1CCCCC1

assay / entry,49,50,51,52,53,54
CHO parental Ca,-16,-21,-12,.,-2,-37
M1 PAM parental,8,6,6,-9,14,14
M1 ag,1,-3,-5,-3,-5,-8
M1 ag parental,0.8,0.2,0.0,-0.2,-0.1,0.5
CHO-K1 Ca antag,-5,-5,5,12,-1,4
OXTR potentiator,3,0,-6,.,1,0
CHRM1 antagonist,-9,-12,0,-11,5,-5
TAAR1 antag,-26,13,7,-13,-11,-36
TAAR1 ag,1,0,36,1,7,1

Arranged by length of the SMILES (lowest first): part of the list above.
50) COc1ccc(C2OC(=O)CC2C(=O)NC(C)C)cc1 (stereo not given)
51) Cc1cccnc1CCNC(=O)CC1C(=O)NCCN1CC1CCCCC1 (stereo not given)
52) O=C(NCC1CCCO1)c1cn(Cc2ccccc2Cl)nc1-c1ccccc1 (stereo not given)
48) NC(=O)c1nsc(C(=O)N(CC(=O)NCc2ccc(F)cc2)Cc2ccco2)c1N
53) O=C(Nc1ccc(S(=O)(=O)Nc2nccs2)cc1)c1cc(-c2ccccn2)nc2ccccc12

assay / entry,50,51,52,48,53
CHO parental Ca,-21,-12,.,-23,-2
M1 PAM parental,6,6,-9,-3,14
M1 ag,-3,-5,-3,0,-5
M1 ag parental,0.2,0.0,-0.2,0.5,-0.1
CHO-K1 Ca antag,-5,5,12,4,-1
OXTR potentiator,0,-6,.,-5,1
CHRM1 antagonist,-12,0,-11,-10,5
TAAR1 antag,13,7,-13,10,-11
TAAR1 ag,0,36,1,9,7

Screens: PubChem, The Scripps Research Institute Molecular Screening Center
